PI4K2A inh: PI4K2A (human) kinase inhibition. Q9BTU6. purified PI4K2A, ADP-Glo luminescence, 1 h; active compounds read low. 0.13% of 420,000 active. AID 1346378. activity change, negative = inhibition, % at 76.9 µM; in the data active means activity change below about -50%; inconclusive means mostly about -30% to -49%;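 further: -100% = wells without enzyme as full effect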
Target sequence (Q9BTU6 whole entry, looked up): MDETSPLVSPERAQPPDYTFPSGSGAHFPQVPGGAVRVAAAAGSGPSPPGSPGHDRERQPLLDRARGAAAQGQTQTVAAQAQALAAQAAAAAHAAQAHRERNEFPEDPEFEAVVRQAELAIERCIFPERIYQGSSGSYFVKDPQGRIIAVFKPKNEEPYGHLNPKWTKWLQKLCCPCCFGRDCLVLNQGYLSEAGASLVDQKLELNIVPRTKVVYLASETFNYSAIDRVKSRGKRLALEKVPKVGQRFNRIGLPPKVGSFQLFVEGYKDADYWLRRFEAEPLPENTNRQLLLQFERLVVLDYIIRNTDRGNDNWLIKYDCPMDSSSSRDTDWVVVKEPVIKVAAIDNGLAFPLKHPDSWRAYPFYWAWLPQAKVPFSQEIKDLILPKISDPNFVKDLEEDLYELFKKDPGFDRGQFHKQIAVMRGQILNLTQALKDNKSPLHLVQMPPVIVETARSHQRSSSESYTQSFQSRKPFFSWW
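PI4K2A activity was measured by ADP-Glo luminescence: enzyme (4 ug/mL stock) and phosphatidylinositol (1.2 mM stock) in Tris pH 7.5/MgCl2/EGTA/Triton X-100 buffer were reacted with ATP (300 microM stock) for one hour at ambient temperature.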
GLS inh: blocks human kidney-isoform glutaminase activity; 0.21% of 410,000 active; Potency, µM (doses to about 45.5 µM), inactives show at the top dose activity change, negative = inhibition, actives largely listed as inhibitors; AID 624170; O94925; GLS enzymatic activity, qHTS titration; further: potency means the concentration at half of the fitted maximal effect; on the % scale 0 is the no-effect control and ±100 the full control effect
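Coupled fluorescence readout: glutamate oxidase/HRP/Amplex Red detect glutamate formed by hKGA from L-glutamine (1 mM solution added). Buffer 45 mM KH2PO4 pH 8.2, 0.02% Tween-20; reads at t0 and 30 min RT.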
G9a inh: inhibitors of human histone lysine methyltransferase G9a; G9a H3K9 monomethylation, AlphaScreen, 2 h; 8.8% of 350,000 active; AID 504332; Potency, µM (titrated, usually from 102 µM), for inactives: at the top dose activity, negative = inhibition, usual class: inhibitors; Q96KQ7; further: potency means the concentration at half of the fitted maximal effect; on the % scale 0 is the no-effect control and ±100 the full control effect; nearly all actives have a fitted effect of over 75% in size
Target sequence (Q96KQ7 913-1193 limits assumed): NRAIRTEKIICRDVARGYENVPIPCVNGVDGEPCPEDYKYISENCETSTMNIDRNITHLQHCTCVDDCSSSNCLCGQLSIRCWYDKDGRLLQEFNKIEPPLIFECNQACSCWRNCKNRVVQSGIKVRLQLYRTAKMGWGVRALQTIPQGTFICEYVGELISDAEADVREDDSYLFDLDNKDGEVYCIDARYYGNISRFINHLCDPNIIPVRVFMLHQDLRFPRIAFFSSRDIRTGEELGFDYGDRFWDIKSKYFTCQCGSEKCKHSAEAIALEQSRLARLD
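Enzyme 20 nM + cpd, 15 min RT; add b-H3K9 pep 500 nM / SAM 20 uM; 2 h RT; anti-H3K9me1 Ab 0.5 ug/mL + SA donor / anti-rabbit acceptor beads 20 ug/mL each, 10 min; AlphaScreen read.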
BAZ2B block: BAZ2B (human) inhibition; Q9UIF8; AlphaScreen BAZ2B-H3K14Ac peptide displacement; Potency, µM (top dose mostly 114 µM), without a hit: top-dose activity change, negative = inhibition, actives largely listed as inhibitors; 4.4% of 360,000 active; AID 504333; further: potency means the concentration at half of the fitted maximal effect; on the % scale 0 is the no-effect control and ±100 the full control effect; nearly all actives have a fitted effect of over 60% in size
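AlphaScreen luminescence quantifies BAZ2B engagement of H3K14Ac peptide; the protein and biotinylated peptide are both at 50 nM final, buffer PBS pH 7.4 with 0.01% Tween-20, all steps at room temperature.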
HP1b chromo inh: inhibitors of HP1-beta chromodomain binding to methylated histone tails. AlphaScreen HP1-beta / biotin-H3K9me3 peptide binding. Potency, µM (top dose mostly 114 µM), inactives show top-dose activity change, negative = inhibition, most hits filed as inhibitors. 0.56% of 390,000 active; further: potency means the concentration at half of the fitted maximal effect; nearly all actives have a fitted effect of over 70% in size; inactives centre near 23
Target sequence (P83916 whole entry, looked up): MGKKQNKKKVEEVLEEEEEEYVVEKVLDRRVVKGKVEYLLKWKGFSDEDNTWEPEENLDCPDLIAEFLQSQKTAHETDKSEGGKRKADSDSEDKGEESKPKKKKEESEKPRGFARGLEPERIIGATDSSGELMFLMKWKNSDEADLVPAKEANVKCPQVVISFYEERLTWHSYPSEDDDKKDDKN
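AlphaScreen: HP1-beta (50 nM) preformed 30 min with biotin-H3(1-18)K9me3 peptide (50 nM) in PBS pH 7.4, 0.01% Tween-20. Compound added for 30 min at RT, then streptavidin donor/nickel chelate acceptor beads (10 ug/mL) for 30 min.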
Pol eta inh: inhibitors of human DNA polymerase eta; Q9Y253; recombinant Pol eta, fluorescent DNA replication assay; Potency, µM (top dose mostly 114 µM), inactives show at the top dose activity change, negative = inhibition, actives largely listed as inhibitors; 1.2% of 390,000 active; AID 588591; further: potency means the concentration at half of the fitted maximal effect; on the % scale 0 is the no-effect control and ±100 the full control effect
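Pol eta (10 nM) was preincubated with compounds for 15 min at room temperature, after which fluorescent replication substrate (50 nM final) was added to start the reaction. Fluorescence was read kinetically at 0 and 10 min.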
Tb PGK inh: inhibitors of T. brucei phosphoglycerate kinase. AID 602233. 0.043% of 380,000 active. P07378. Potency, µM (highest dose often 57.5 µM), for inactives: top-dose activity change, negative = inhibition, usual class: inhibitors. PGK/GAPDH coupled, Kinase-Glo luminescence, 60 min; further: potency means the concentration at half of the fitted maximal effect; on the % scale 0 is the no-effect control and ±100 the full control effect; nearly all actives have a fitted effect of over 60% in size
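Luminescent ATP detection (Kinase-Glo Plus) follows a 60-minute room-temperature incubation, with wells lacking PGK as controls. Buffer: 100 mM TEA (pH 7.6), 5 mM MgCl2, 0.01% Tween-20. Coupling enzyme GAPDH (100 nM final) supplies unstable 1,3-BPG in-well.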
Pin1 inh: inhibitors of human Pin1. Potency, µM (series often up to 115 µM), inactives show top-dose activity, negative = inhibition, hits mostly inhibitors. Pin1 FP peptide displacement, HiFluor488, 10 min. 0.009% of 390,000 active. Q13526. AID 504891; active means well fitted inhibition curve with a large enough effect in the polarisation, with a control signal flat, not every such curve was filed as active; inconclusive means small, poorly fitted or top-dose-only effect, or effect the other way, or a change in a side signal; inactive means no such curve, though single readings can be large or run the other way; the % refers to the polarisation; further: potency means the concentration at half of the fitted maximal effect; on the % scale 0 is the no-effect control and ±100 the full control effect
JMJD2A Tudor: blocks the human JMJD2A Tudor domain | O75164 | AlphaScreen JMJD2A-Tudor / H3K4me3 peptide binding | Potency, µM (highest dose often 114 µM), for inactives: at the highest dose activity change, negative = inhibition, usual class: inhibitors | 4.4% of 390,000 active; further: potency means the concentration at half of the fitted maximal effect; on the % scale 0 is the no-effect control and ±100 the full control effect; nearly all actives have a fitted effect of over 50% in size
Active calls of the source: *; i = inactive; ? = inconclusive; · = not tested or not shown; & = joins results of further samples; [ ] = another dose, or the depositor's remark. Unless noted, the call rests on the fitted dose curve; in most records, active means well fitted curve in the direction sought with a large enough effect; inconclusive means small, poorly fitted or top-dose-only effect, or another doubt; inactive means no such curve, though single readings can be large; an effect the other way counts as inactive or inconclusive.

PI4K2A inh | GLS inh | G9a inh | BAZ2B block | HP1b chromo inh | Pol eta inh | Tb PGK inh | Pin1 inh | JMJD2A Tudor | SMILES
0 | -3% | 0%[59 µM] | 13% | 54%[activator] | -14% | 2% | 1% | -16% | CCn1c(SCC(=O)NCC2CCCO2)nc2cc(S(=O)(=O)N3CCCCC3)ccc21 (stereo not given)
0 | 3% | 27%[59 µM] | -2% | 2% | 1% | 1% | -1% | -21% | CCOc1ccc(NC(=O)CSc2nc3ccsc3c(=O)n2CCC(C)C)cc1
3 | 0% | 16% | -9% | -18% | -17% | 0% | -3% | ? | O=C(CNc1cccc2ccccc12)N/N=C/c1ccc(OC(=O)/C=C/c2ccco2)cc1
-8 | 0% | 10% | -4% | 9% | ? | -3% | 5% | 0% | CC(=O)N(/N=C1\Sc2ccccc2C1=O)c1ccccc1
-2 | -13% | -4% | -1% | 19% | -1% | -4% | -16% | 4% | COc1cc(NS(=O)(=O)c2ccc(NC(=O)CCC(=O)O)cc2)nc(OC)n1
29 | 26% | · | · | 18% | 2% | -3% | -6% | -35% | O=[N+]([O-])c1ccc(S(=O)(=O)c2cccc(C(F)(F)F)c2)nc1
7 | 11% | 7%[59 µM] | -1% | 28% | -14% | 3% | -1% | 1% | CCOC(=O)Cc1csc(NC(=O)Nc2ccccc2)n1
1 | -2% | 2%[59 µM] | 4% | 68%[activator] | -7% | 6% | 1% | 1% | CCC(=O)N1CCc2cc(S(=O)(=O)NCCN3CCC(C)CC3)ccc21
-2 | 10% | -6%[59 µM] | 4% | 21%[57 µM] | -2% | -1% | 5% | 3% | COc1ccc(CC(=O)NCCc2sc(-c3cccc(F)c3)nc2C)cc1
-1 | 1% | 16%[59 µM] | 6% | 15%[57 µM] | 5% | 5% | 1% | 1% | O=C(CSc1nc2c([nH]c3ccccc32)c(=O)n1-c1ccccc1)N1CCc2ccccc21
3 | 6% | -2% | -16% | 25% | -11% | i | 0% | -16% | COC(=O)c1cc(=O)[nH]c(SCc2cccc(C)c2)n1
2 | -12% | · | 1% | -9% | -7% | i | -6% | -13% | Cc1ccc(S(=O)(=O)N(C)CC(=O)OCC(=O)NC(=O)NC(C)C)cc1
11 | -6% | -10%[2.33 µM] | -8% | 29% | -18% | -8% | -7% | 1% | CCC1CCCCN1CCNC(=O)c1[nH]c(C)c(C(C)=O)c1C (stereo not given)
3 | 1% | -45%[59 µM] | -12% | 27% | -28% | -1% | 17% | -20% | Cc1cccc(NC(=O)c2cc(S(=O)(=O)N(C)c3ccc(F)cc3)ccc2Cl)n1
-3 | -2% | · | · | · | -21% | 6% | · | · | CCOC(=O)N(C)C[C@@H]1OCc2cnnn2CCCC(=O)N([C@H](C)CO)C[C@@H]1C
-2 | 13% | · | · | · | -1% | -10% | · | · | Cc1ccc(Cl)c(NC(=O)CN2C(=O)C(C)N(c3ccc(F)cc3)C2=O)c1Cl (stereo not given)
-3 | 16% | · | · | 65%[activator] | -6% | 4% | -8% | -9% | OCC[C@@H]1C[C@H](O)[C@@H](O)[C@]2(CCCO2)O1
0 | 6% | 39%[59 µM] | 5% | 29% | -26% | 1% | -4% | 1% | CCOc1ccc(S(=O)(=O)Nc2ccc(F)cc2)c(C)c1C
-3 | -2% | -14%[59 µM] | 14%[57.1 µM] | 17% | 1% | i | -9% | -1% | Cc1cccc(N2CCN(c3ncnc4onc(C)c34)CC2)c1C
2 | 2% | -16%[0.501 µM] | 12% | 9% | -8% | -10% | -4% | -15% | O=c1ccc2ccc(O[C@@H]3O[C@H](CO[C@@H]4OC[C@](O)(CO)[C@H]4O)[C@@H](O)[C@H](O)[C@H]3O)cc2o1
2 | 2% | -2%[0.501 µM] | 16% | 18% | -19% | -9% | -4% | -4% | COc1ccc(NC(=O)CSc2nc(=O)n(CCN3CCOCC3)c3c2CCC3)c(OC)c1
3 | 13% | -47%[12.7 µM] | -1% | 18% | 0% | · | -4% | 56µM* | COC(=O)c1ccc2c(=O)n(CCN3CCOCC3)c(=S)[nH]c2c1
1 | 5% | -12%[59 µM] | -7% | 19% | -20% | -9% | -3% | -28% | O=C(NCc1cccnc1)C(=O)NCC(c1ccco1)N1CCN(c2ccccc2F)CC1 (stereo not given)
9 | 8% | 17% | -6% | 19% | -17% | 8% | 2% | -13% | Cc1onc(-c2c(F)cccc2Cl)c1C(=O)N1CCc2ccccc21
-4 | 2% | -15% | · | 37% | -12% | 5% | 0% | 3% | CCOc1ccccc1C(=O)N/N=C/c1c[nH]c2ccccc12
5 | 2% | -1% | -16% | -1% | -16% | -7% | -12% | -16% | CCOc1ccc(S(=O)(=O)N2CCN(C(=O)c3cccnc3)CC2)cc1
2 | 4% | -14%[59 µM] | -6% | 24% | -6% | -3% | -3% | -28% | CC(C)(C)OC(=O)NC(CCCCNC=O)C(=O)O (stereo not given)
-2 | 3% | 2% | -16% | 24% | -6% | i | -1% | -13% | O=C(CCC1CCCN(C(=O)c2ccc3cc[nH]c3c2)C1)N1CCN(c2ccccn2)CC1 (stereo not given)
0 | 8% | -31% | 13% | -11% | 0% | -3% | -2% | -22% | C=CCn1c(O)c2ccc(C(=O)N=NC(=O)c3ccc(F)cc3)cc2c1O
0 | 0% | 13% | -19% | -5% | 4% | 5% | -2% | -10% | Cc1nc(SCC(=O)N2CCOCC2)c2c(C)c(C)sc2n1
-2 | 1% | 5%[59 µM] | -13% | 43%[activator] | -9% | -8% | 3% | -18% | Cc1ccc(CS(=O)(=O)c2ncc(Cl)c(C(=O)Nc3nc4ccc(F)cc4s3)n2)cc1
-5 | 7% | · | 2% | 18%[57 µM] | -14% | i | -2% | -17% | Cc1ccc2c(c1)cc(CN(C(=O)N1CCOCC1)C1CCCC1)c1nnnn12
2 | -1% | 13%[59 µM] | -1% | 22% | -2% | 4% | 1% | 5% | COc1ccc(OC)c(S(=O)(=O)Nc2ccccc2C(F)(F)F)c1
-1 | -6% | 9%[12.7 µM] | -1% | 46%[activator] | -1% | 7% | -1% | -10% | O=C(Cc1c(F)cccc1Cl)N1CCN(S(=O)(=O)c2cccs2)CC1
0 | 0% | 11µM* | -15% | 19% | 0% | -9% | 5% | -14% | COc1ccc(-c2csc(NC(=O)CSc3nnc(Nc4ccccc4C)s3)n2)cc1
3 | 0% | -3% | -9% | 30% | -8% | -11% | -3% | 5% | CC(Oc1ccc2c3c(c(=O)oc2c1)CCCC3)C(=O)NCc1cccnc1 (stereo not given)
2 | -5% | 18%[59 µM] | 5% | 40%[activator] | -25% | -6% | -3% | 8% | CCc1cccc(CC)c1NC(=O)COC(=O)c1cccc(S(=O)(=O)N2CCc3ccccc3C2)c1
2 | -6% | 2%[12.7 µM] | ? | -11% | -1% | 2% | 4% | ? | N#Cc1c(-c2ccc3c(c2)OCO3)csc1N
2 | -4% | -38%[12.7 µM] | 2% | 35% | -4% | -2% | -1% | -30% | CCCSc1ccc([C@H]2N[C@@](C)(C(=O)OC)[C@H]3C(=O)N(C)C(=O)[C@@H]23)cc1OC
-26 | 48%[activator] | 45µM* | ? | 12% | 50µM* | -11% | 8% | -1%[11.4 µM] | O=C1NC(=S)S/C1=C\c1coc2ccc(O)cc2c1=O
0&-2 | 1%&30% | 9% | -30%&-17% | 17%&14% | -18%&-16% | -3%&-8% | 1%&-8% | -24%&-12% | Cc1ccc(O)c(NC(=O)C2=CC(c3ccco3)=NS(=O)(=O)N2C)c1
-4 | -1% | -51%[59 µM] | 4% | 15% | -8% | 1% | 0% | -16% | C=CCn1c(=NC(=O)CN2C(=O)CCC2=O)sc2cc(S(N)(=O)=O)ccc21
1 | -10% | 21%[59 µM] | · | 20% | 8% | -5% | -1% | -19% | C(=C\c1ccccc1)/C=N/n1cnnc1
2 | 2% | 10µM* | -30% | 23% | -17% | i | 0% | -18%[57.1 µM] | C=CCn1c(C(c2ccccc2)c2ccccc2)n[nH]c1=S
-6 | 13% | 13%[59 µM] | -1% | -6% | -18% | i | 2% | -14% | COC(=O)c1scc(-c2ccc(C)cc2)c1S(=O)(=O)Nc1ccc(F)cc1F
-5 | -1% | -2% | -12% | 5% | -12% | -2% | -6% | -24% | O=C(Nc1cccc(F)c1)c1ccc(Cn2cc([N+](=O)[O-])cn2)o1
-10 | 2% | -2% | -1% | 9% | 21% | i | -9% | -4%[11.4 µM] | CCOc1ccccc1NC(=O)CSc1nnc2ccc(-c3ccncc3)nn12
3 | -6% | 1% | 0% | 31% | -1% | -5% | -3% | -14% | CCN(CC)C(=O)CN1C(=O)C(=O)c2ccccc21
-1 | -12% | ? | -21% | 0% | -20% | 6% | 12% | -24% | N#C/C(=C(/O)c1ccc(F)cc1)c1nc2ccccc2s1
-4 | 1% | 6%[12.7 µM] | 1% | 69%[activator] | -15% | · | 1% | 0% | CC1(C)NC(=O)N(CC(=O)OCC(=O)Nc2cccc(S(N)(=O)=O)c2)C1=O
0 | 0% | 12%[59 µM] | -9% | 7%[57 µM] | -18% | -4% | 17% | -10% | Cc1ccc(/C=C/c2onc(C)c2S(=O)(=O)N2CCC(C(=O)N3CC(C)Oc4ccccc43)CC2)cc1 (stereo not given)
1 | 14% | ? | ? | -13% | -22% | -16% | -1% | -34% | CCn1cc(C2=NC(CCSC)CO2)c2ccccc21 (stereo not given)
-21 | 7% | · | -3% | 82%[activator] | -2% | 4% | 2% | 14% | Brc1cccc(OCCN2CCc3ccccc3C2)c1
0 | 26% | 6.3µM* | 10µM* | ? | -6% | -1% | 2% | 45µM* | CN(C)c1ccc(CN(CC2CCCO2)C(=O)c2cc3ccccc3o2)cc1 (stereo not given)
-2 | 5% | 48% | 6% | 37% | -7% | 3% | 0% | 4% | CCOC(=O)Nc1ccc(C)cc1Br

From PubChem BioAssay

The list is partial, so the mix of outcomes need not match the whole.
